Bioassay records (PubChem BioAssay)
Chronic BCR inh – chronic active BCR signaling inhibition; ABC-DLBCL IkBa-CBG/CBR reporter, luminescence ratio, 4 h; Potency, µM (top dose mostly 46.1 µM), for inactives: top-dose ratio change, negative = lower green/red ratio, actives largely listed as inhibitors; 340,000 tested, 0.05% active; AID 493014; active means well fitted inhibition curve with a large enough effect in the signal ratio, with a control signal flat, not every such curve was filed as active; inconclusive means small, poorly fitted or top-dose-only effect, or effect the other way, or a change in a side signal; the % refers to the signal ratio;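 further: potency means the concentration at half of the fitted maximal effect; plate controls were basal doxycycline-induced cells for no effect and cells given 10 µM MG132 for full effect; MG132 reads +100%, hits lower the ratio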
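Doxycycline induced both beetle luciferases in TMD8 lymphoma cells; IKK-driven degradation limits the IkappaBalpha-fused green signal, while red luminescence normalises for cell number and nonspecific effects. Compounds tested up to 46 uM, 4 hrs.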
uPA generation – cell surface uPA generation inhibition. cell surface uPA generation assay, qHTS. Potency, µM (highest dose often 38.3 µM), inactives show at the top dose activity change, negative = inhibition, hits mostly inhibitors. 330,000 tested, 0.31% active. AID 540303; active means well fitted inhibition curve with a large enough effect; inconclusive means small, poorly fitted or top-dose-only effect; inactive means no such curve, though single readings can be large or run the other way; tested in mouse RAW 264.7 cells; further: potency means the concentration at half of the fitted maximal effect; on the % scale 0 is the no-effect control and ±100 the full control effect; nearly all actives have a fitted effect of over 55% in size
B2AR arrestin – beta2AR (human) beta-arrestin recruitment activity | beta-arrestin recruitment to beta2AR, cell-based reporter | 330,000 tested, 0.02% active | P07550 | Potency, µM (highest dose often 46.1 µM), for the others: at the top dose activation, actives largely listed as activators;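 further: potency means the concentration at half of the fitted maximal effect; 0% = DMSO controls and full agonism = EC100 isoproterenol or metaproterenol; nearly all actives have a fitted effect of over 65% in size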
TCR activator – activators of T cell receptors; 330,000 tested, under 10 active; AID 504894; Potency, µM (series often up to 9.22 µM), inactives show at the highest dose activation of IL-2 secretion, most hits filed as activators; primary human leukocytes, anti-CD3, IL-2 HTRF, 48 h; further: % of control where 0% means no effect
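TCR engagement came from a-CD3 beads alone, with compounds added to primary human leukocytes for 48 hr. Secreted IL-2 bridged europium cryptate- and d2-labelled anti-IL-2 antibodies, giving FRET emission at 665nm after 320nm excitation.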
ELG1 repair inh – ELG1-dependent DNA repair inhibition. HEK293T ELG1-luciferase reporter, luminescence, 16 h; DNA damage induced by 5-fluorouridine. Potency, µM (series often up to 46.1 µM), for inactives: top-dose activity change, negative = inhibition, actives largely listed as inhibitors. 330,000 tested, 2.3% active; further: potency means the concentration at half of the fitted maximal effect; on the % scale 0 is the no-effect control and ±100 the full control effect; nearly all actives have a fitted effect of over 55% in size
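Step one: seed 2,000 cells per well. Step two: pin-transfer compound or DMSO alongside 5-fluorouridine. Step three: incubate 16 hr, 37 °C, 5% CO2. Step four: add ONE-Glo, wait 30 min, read luminescence.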
USP2a inh – USP2a (human) protease inhibition. O75604. USP2 core, Ub-CHOP2 coupled fluorogenic reporter, 485/531. Potency, µM (series often up to 38.3 µM), for the others: top-dose activity change, negative = inhibition, usual class: inhibitors. 330,000 tested, 0.01% active;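 further: potency means the concentration at half of the fitted maximal effect; plate controls were DMSO wells for no effect and full inhibition by NEM control for full effect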
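Cell-free coupled assay: 10nM USP2 core preincubated 30min RT with compound in Tris-HCl pH 8.0/CaCl2/CHAPS buffer, then 25nM Ub-CHOP2 and 25nM reporter substrate; fluorescence (Ex 485/Em 531) read after 60min RT, normalized to NEM inhibition, concentration-response curves fitted.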
PTAP TSG101 blk – blocks PTAP/TSG101 interaction to inhibit HIV-1 budding | Q99816 | Fluorescence polarization, FITC-PTAP peptide / Tsg101 binding | Potency, µM (titrated, usually from 115 µM), without a hit: at the highest dose activity change, negative = inhibition, actives largely listed as inhibitors | 340,000 tested, under 10 active | AID 493005; active means well fitted inhibition curve with a large enough effect in the main read-out, with a control signal flat, not every such curve was filed as active; inconclusive means small, poorly fitted or top-dose-only effect, or effect the other way, or a change in a side signal; inactive means no such curve, though single readings can be large or run the other way; further: potency means the concentration at half of the fitted maximal effect; % of control where 0% means no effect
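Fluorescence polarization binding of Tsg101 binding domain (10 uM final) to FITC-labeled PTAP peptide (50 nM final) in HEPES pH 7.5 buffer with NaCl, Tween 20, EDTA, TCEP. Compounds added before peptide; binding 20 min at RT.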
TSHR antag – antagonists of human thyroid stimulating hormone receptor | TSHR-expressing cells, TSH-stimulated cAMP HTRF, 2 h; hits give low values | P16473 | AID 504810 | 330,000 tested, 0.2% active | activity change, negative = inhibition, % at 11.5 µM;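 active means activity change below a set negative limit, meaning inhibition stronger than a set level, cut at about -70% in these data; inconclusive means activity change between two set negative limits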; further: on the % scale 0 is the no-effect control and ±100 the full control effect
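Freshly harvested TSHR cells receive pin-tooled compound, then EC80 TSH at 4nM final. After 2 hours at 37 deg C, antibody in lysis buffer and cAMP-d2 are added; 30 minutes at ambient temperature precede the HTRF read.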
Tb PFK block – blocks T. brucei phosphofructokinase; AID 485367; Potency, µM (series often up to 57.5 µM), for the others: top-dose activity, negative = inhibition, usual class: inhibitors; 330,000 tested, 0.17% active; T. brucei PFK, ADP-Glo luminescence; O15648;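 further: potency means the concentration at half of the fitted maximal effect; 0% = uninhibited 1x PFK enzyme wells and -100% = no-enzyme wells; nearly all actives have a fitted effect of over 60% in size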
Target sequence (O15648 whole entry, looked up): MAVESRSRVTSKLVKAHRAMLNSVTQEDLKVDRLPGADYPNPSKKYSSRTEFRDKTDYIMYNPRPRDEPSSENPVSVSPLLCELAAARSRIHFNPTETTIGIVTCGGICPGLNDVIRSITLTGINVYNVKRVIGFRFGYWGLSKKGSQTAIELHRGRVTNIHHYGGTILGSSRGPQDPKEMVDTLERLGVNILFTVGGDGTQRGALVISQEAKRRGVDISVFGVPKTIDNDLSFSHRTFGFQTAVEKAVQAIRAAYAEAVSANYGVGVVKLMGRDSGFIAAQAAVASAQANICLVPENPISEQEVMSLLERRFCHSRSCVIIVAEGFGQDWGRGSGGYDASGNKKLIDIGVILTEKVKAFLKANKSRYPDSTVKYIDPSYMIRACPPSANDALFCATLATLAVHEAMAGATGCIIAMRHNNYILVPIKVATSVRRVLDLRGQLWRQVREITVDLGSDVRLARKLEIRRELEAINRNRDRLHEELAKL
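In TEA buffer at pH 8.0 with 5 mM MgCl2, enzyme (1.25 nM) converted F6P (0.5 mM) and ATP (0.1 mM) for 45 min at room temperature. ADP product was read by luciferase luminescence.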
Eya2 phos inh – inhibitors of human Eya2 phosphatase activity; O00167; recombinant Eya2, OMFP fluorescence dephosphorylation (OMFP is methylfluorescein phosphate); Potency, µM (titrated, usually from 76.9 µM), inactives show at the top dose activity, negative = inhibition, usual class: inhibitors; 330,000 tested, 0.006% active; AID 488837; further: potency means the concentration at half of the fitted maximal effect; on the % scale 0 is the no-effect control and ±100 the full control effect
Target sequence (O00167 whole entry, looked up): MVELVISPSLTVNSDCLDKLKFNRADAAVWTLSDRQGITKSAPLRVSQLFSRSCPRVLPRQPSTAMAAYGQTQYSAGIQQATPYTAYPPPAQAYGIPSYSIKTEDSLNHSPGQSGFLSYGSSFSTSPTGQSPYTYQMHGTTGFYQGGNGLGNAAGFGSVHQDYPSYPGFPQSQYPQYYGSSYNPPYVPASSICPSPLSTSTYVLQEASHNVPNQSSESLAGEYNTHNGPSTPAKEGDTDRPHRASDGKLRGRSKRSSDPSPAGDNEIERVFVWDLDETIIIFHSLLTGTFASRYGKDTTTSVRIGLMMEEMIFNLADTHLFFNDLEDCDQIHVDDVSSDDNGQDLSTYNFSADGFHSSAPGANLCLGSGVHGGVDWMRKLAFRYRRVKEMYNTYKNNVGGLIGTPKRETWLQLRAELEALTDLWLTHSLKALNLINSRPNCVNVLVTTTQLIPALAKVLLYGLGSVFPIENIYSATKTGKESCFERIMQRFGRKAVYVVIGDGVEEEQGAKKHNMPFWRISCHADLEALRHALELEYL
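Eya2 (0.2 uM) preincubated 10 min at ambient with compound, then OMFP substrate added at 50 uM; 10 min reaction in 50 mM HEPES pH 7.5, 50 mM NaCl, 5 uM MgCl2, 0.05% BSA, 1 mM DTT. Fluorescence read at Ex 485/Em 525 nm.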
Mito fusion act – blocks mitochondrial division or promotes mitochondrial fusion | S. cerevisiae fusion-defective mutant growth rescue, CellTiterGlo 48 h | Potency, µM (series often up to 46.1 µM), without a hit: top-dose growth rescue (activation), most hits filed as activators | 320,000 tested, 0.23% active;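 further: potency means the concentration at half of the fitted maximal effect; % of control where 0% means no effect; nearly all actives have a fitted effect of over 45% in size; temperature-sensitive fusion mutants such as fzo1-1 at 37 °C on non-fermentable ethanol glycerol medium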
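S. cerevisiae fusion-defective temperature-sensitive mutants (e.g. fzo1-1, mgm1-5) grown 48 h at 37C in YPEG (ethanol/glycerol non-fermentable) medium with 23 nl compound per well; growth rescue read as CellTiterGlo luminescence.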
Active calls of the source: *; ? = inconclusive; / = not tested or not shown; [ ] = dose if it differs, or a comment. Unless noted, the call rests on the fitted dose curve; in most records, active means well fitted curve in the direction sought with a large enough effect; inconclusive means small, poorly fitted or top-dose-only effect, or another doubt; inactive means no such curve, though single readings can be large; an effect the other way counts as inactive or inconclusive.

molecule	Chronic BCR inh	uPA generation	B2AR arrestin	TCR activator	ELG1 repair inh	USP2a inh	PTAP TSG101 blk	TSHR antag	Tb PFK block	Eya2 phos inh	Mito fusion act
O=C1C=C(NCc2ccc(Cl)cc2)CCC1	6%	3%	-2.1%	-7%[46.1 µM]	8%	6%	-1%	6	-23%	-3%	-6%
CCc1ccc(NC(=O)CSc2nccn(-c3ccc4c(c3)OCCO4)c2=O)cc1	1%	-15%	-0.4%	7%	-14%	-11%	0%	-10	10%	9%	30%
Cc1ccc(CS(=O)(=O)CCC(=O)NCCC(C)C)cc1	-1%	/	0.1%	-2%	7%	3%	-10%	4	7%	-19%	0%
CSc1ccc(/C=N\NC(=O)COc2ccc(Cl)cc2Br)cc1	?	/	-0.2%	-15%	21%	3%	-3%	5	1%	27%	2%
CN(CCc1nc2ccccc2[nH]1)Cc1nc(CC2CC2)no1	-2%	10%	0.0%	-1%	2%	1%	-8%	-7	0%	1%	-5%
CC1=C(C(=O)OC2CCCCC2)C(c2cccs2)n2c(nc3ccccc32)N1 (configuration not stated)	?	2%	-0.8%	6%	-2%	0%	-1%	1	-1%	9%	-6%
O=c1cc(-c2ccccc2)n(S(=O)(=O)c2ccccc2)o1	?	-3%	0.0%	1%	29%	0%	-6%	18	-21%	4%	-1%
CC(C)Cc1cc(C(=O)N2CCCC(CO)(Cc3ccc(F)cc3)C2)no1 (configuration not stated)	3%	2%	-0.1%	1%	9%	-2%	-3%	34	-4%	-5%	7%
CC(=O)c1ccc(NC(=O)C2CCCO2)cc1 (configuration not stated)	0%	-5%	0.2%	2%	?	2%	-11%	21	-1%	-13%	-3%
Cc1ccc(O)c(C(=O)c2cc(C#N)c3nc4ccccc4n3c2)c1	?	3%	-0.4%	2%	?	4%	-6%	-2	0%	-1%	26%
CC(C(=O)OCC(=O)c1ccccc1)N1C(=O)C2C3CCC(C3)C2C1=O (configuration not stated)	6%	-1%	0.0%	-5%	3%	-1%	0%	-10	-1%	-12%	-7%
Cc1cccc(OCCn2c(=S)[nH]c3ccccc32)c1	?	2%	0.0%	5%[46.1 µM]	-1%	-5%	-3%	9	6%	-7%	?
Cc1ccc2oc(C(=O)NC3CCS(=O)(=O)C3)c(C)c2c1 (configuration not stated)	-4%	1%	0.5%	-2%	?	1%	-3%	5	-10%	11%	-1%
CCOc1ccccc1NC(=O)c1cccc(NC(=O)c2ccco2)c1	?	-16%	0.2%	-3%	?	0%	-2%	3	-5%	4%	19%
CCCCN(C(=O)COC(=O)CSc1cc(C)c2ccccc2n1)c1c(N)n(CCC)c(=O)[nH]c1=O	0%	1%	-0.8%	-1%	15%	0%	1%	4	4%	-13%	-3%
Cc1ccc2nc3c(cc(C(=O)NCCc4ccccc4)c(=N)n3CCN3CCOCC3)c(=O)n2c1	2%	1%	0.0%	-5%	6%	2%	-7%	-20	3%	-4%	1%
CCn1ccnc1CN1CCc2c([nH]c3ccccc23)C1C1CCCCC1 (configuration not stated)	?	-4%	0.4%	1%	-14%	-1%	-3%	2	5%	3%	-5%
CCc1cccc(C)c1NC(=O)COC(=O)C(NS(=O)(=O)c1ccc(Cl)cc1)C(C)O (configuration not stated)	0%	1%	-0.1%	2%[46.1 µM]	1%	1%	0%	1	-3%	2%	-2%
N=c1sccn1CC(=O)Nc1cccc(Oc2ccccc2)c1	8%	-5%	0.5%	3%	4%	2%	-4%	1	-2%	-8%	-3%
O=C(NCC1CCCO1)C(=O)N/N=C\c1ccc2c(c1)OCO2 (configuration not stated)	2%	-1%	-1.6%	9%	-2%	1%	-6%	33	1%	-1%	0%
CC(CCc1ccc(O)cc1)NCc1ccc(Br)cc1 (configuration not stated)	0%	-10%	0.7%	/	-6%	-4%	-1%	19	1%	-19%	4%
CCOC(=O)c1cc(-c2ccncc2)nc2c1c(C)nn2-c1ccccn1	1%	2%	-2.8%	2%	23µM*	6%	-1%	3	0%	1%	5%
CCOc1cc(/C=C2\CCCc3c2nc2ccccc2c3C(=O)O)ccc1OC	1%	-5%	0.2%	-7%	13%	?	-1%	0	5%	?	-9%
Cc1ccnn1Cc1cc(C(=O)O)c2ccccc2n1	6%	1%	-0.2%	-3%	-13%	0%	-4%	3	-1%	7%	-5%
CCn1c(COc2ccc(=O)n(-c3ccccc3)n2)nnc1SCc1cccc(OC)c1	5%	-3%	-0.1%	-3%	10%	-1%	-9%	12	-6%	7%	4%
O=C1CSC(=NC2CCCCC2)N1	?	-3%	0.0%	-9%	-10%	3%	-1%	-2	-14%	-16%	-25%
Cc1ccc(Nc2nc(CSc3nnc(-c4ccccc4C)n3C)cs2)cc1	?	-1%	?	3%[46.1 µM]	?	-9%	-1%	13	-6%	-13%	20%
O=C(COC(=O)Cn1nc(-c2ccccc2)oc1=O)Nc1ccc(F)cc1	-1%	2%	0.3%	1%	9%	-3%	-5%	-1	-2%	4%	-1%
CC[C@H](C)[C@H](NC(=O)c1ccc(Cl)cc1)C(=O)OCC(=O)c1ccc2c(c1)NC(=O)CO2	?	-9%	0.0%	-2%	?	-7%	0%	10	0%	-29%	0%
O=C1CC(N2CCSCC2)C(=O)N1c1ccc(Br)cc1 (configuration not stated)	-2%	1%	0.4%	2%	2%	1%	-3%	2	1%	?	-9%
O=C(COc1ccc(Cl)cc1Br)N1CCN(c2ccccc2)CC1	2%	4%	0.0%	2%	2%	2%	-4%	-17	1%	9%	3%
COc1ccc(N(CC(=O)NC2CCCC2)C(=O)Cn2nnc(-c3ccc(C)o3)n2)cc1	1%	-2%	0.1%	6%	-2%	3%	-3%	-6	1%	-2%	3%
N=C1c2ccccc2CN1NC(=O)COc1ccc(Cl)cc1	6%	3%	0.0%	1%	10%	7%	-4%	-5	-4%	-9%	1%
COC(=O)c1cc(COC(=O)c2nc3nc(C)cc(C)n3n2)oc1C	2%	3%	0.1%	-3%	0%	-3%	-4%	-6	-1%	1%	-4%
COc1cccc(C(=O)NCC2(c3ccccc3)CCCC2)c1OC	7%	-2%	-0.1%	6%	-15%	-1%	-10%	-14	1%	2%	0%
COCCn1c(=O)[nH]c(=O)c2c1nc(-c1cc(Br)c3c(c1)OCO3)n2Cc1ccccc1	-21%	-8%	0.2%	-4%	?	-1%	-3%	3	0%	-24%	-4%
Cc1ccc(NS(=O)(=O)c2ccc(-c3cnc(C4CC4)o3)cc2)cc1	-20%	?	0.0%	10%	-7%	0%	0%	8	-4%	-3%	6%
CCOc1ccc(C(=O)NCC(=O)OCC(=O)N2C(C)CCCC2C)cc1 (configuration not stated)	-2%	2%	-0.1%	-7%	2%	2%	-4%	-11	-5%	17%	-3%
COc1ccc(C=Nc2ccc3[nH]ncc3c2)c(O)c1	-3%	2%	0.0%	/	?	1%	0%	4	-1%	0%	0%
Cc1c(C)n(-c2ccccc2)c2ncnc(NCCCN(C)C)c12	5%	1%	-0.6%	-3%	15%	-4%	-6%	-4	-4%	-7%	4%
CCOC(=O)c1cc(C)sc1NC(=O)C1CCC1	-2%	/	-3.6%	4%	-1%	1%	4%	-4	-1%	7%	-1%
CCOc1ccc(OCC)c(NC(=O)C2CCCN(S(=O)(=O)c3cccs3)C2)c1 (configuration not stated)	5%	-1%	-0.8%	3%	?	-11%	0%	-45	2%	17%	6%
